Screening results as filed in PubChem.
Polio RdRp inh = inhibitors of poliovirus RNA polymerase binding and polymerization; P03300; poliovirus polymerase elongation, fluorescence polarization; stronger effect = lower value; % elongation, % (compound at 16.7 µg/mL); hit rate 0.66% among 150,000; AID 588519; in the data active means % elongation below about 90%; further: some results filed as inactive read as strong as hits
Target sequence (P03300 1749-2209 limits assumed): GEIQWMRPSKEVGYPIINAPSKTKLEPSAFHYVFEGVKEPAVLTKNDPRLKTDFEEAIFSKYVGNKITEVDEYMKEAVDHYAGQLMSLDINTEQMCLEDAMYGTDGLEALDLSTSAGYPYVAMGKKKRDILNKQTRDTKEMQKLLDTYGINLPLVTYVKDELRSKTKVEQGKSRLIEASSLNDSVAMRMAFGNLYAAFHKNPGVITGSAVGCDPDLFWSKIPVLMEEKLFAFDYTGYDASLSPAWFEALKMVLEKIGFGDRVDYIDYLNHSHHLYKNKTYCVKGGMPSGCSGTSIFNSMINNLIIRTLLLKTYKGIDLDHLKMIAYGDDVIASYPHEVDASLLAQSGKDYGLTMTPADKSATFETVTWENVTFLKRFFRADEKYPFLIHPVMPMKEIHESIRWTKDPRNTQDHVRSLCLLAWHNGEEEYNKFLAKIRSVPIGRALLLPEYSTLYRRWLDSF
Polio RdRp inh FP z-score = recorded beside Polio RdRp inh, whose call it bears; z-score; measured here: FP z-score; hits read low
* hit, by the source's call; & = joins results of further samples.

#1 CN1CCOC(c2ccccc2)c2ccccc2C1 (centres undefined)
#2 COc1ccc(CC(=O)NCC(c2cccs2)S(=O)(=O)c2ccc(Cl)cc2)cc1 (centres undefined)
#3 CN(C)CCOC(C)(c1ccccc1)c1ccccn1 (centres undefined)
#4 CCOC(=O)c1ccc(N)cc1
#5 COc1ccccc1-c1cccc(C(=O)O)c1
#6 COc1cc(C(c2c(C)[nH][nH]c2=O)c2c(C)[nH][nH]c2=O)ccc1OC(=O)c1ccccc1F
#7 CCN(CC)CCNC(=O)c1cc(Cl)c(N)cc1OC
#8 CC(C(=O)O)c1ccc(C(=O)c2cccs2)cc1 (centres undefined)
#9 O=C(Nc1cc2cc[nH]c2cn1)c1ccccc1
#10 OCCN1CCN(CCCN2c3ccccc3Sc3ccc(Cl)cc32)CC1

assay / compound,1,2,3,4,5,6,7,8,9,10
Polio RdRp inh,102&100,105,101&98,102&100,101,105,101&100,100&101,107,101&101
Polio RdRp inh FP z-score,0.6&0.1,-0.4,0.3&-0.5,0.3&-0.1,-0.2,-1,0.4&0,0&0.3,0.2,0.2&0.3

Copied from above: nos. 1–6
#1 CN1CCOC(c2ccccc2)c2ccccc2C1 (centres undefined)
#2 COc1ccc(CC(=O)NCC(c2cccs2)S(=O)(=O)c2ccc(Cl)cc2)cc1 (centres undefined)
#3 CN(C)CCOC(C)(c1ccccc1)c1ccccn1 (centres undefined)
#4 CCOC(=O)c1ccc(N)cc1
#5 COc1ccccc1-c1cccc(C(=O)O)c1
#6 COc1cc(C(c2c(C)[nH][nH]c2=O)c2c(C)[nH][nH]c2=O)ccc1OC(=O)c1ccccc1F

assay / compound,1,2,3,4,5,6
Polio RdRp inh,102&100,105,101&98,102&100,101,105
Polio RdRp inh FP z-score,0.6&0.1,-0.4,0.3&-0.5,0.3&-0.1,-0.2,-1

Remaining list, next part
#11 CCCNC(C)C(=O)Nc1c(C)csc1C(=O)OC (centres undefined)
#12 CCc1nnc(NC(=O)CSc2nc3c([nH]c4ccccc43)c(=O)n2-c2ccc(OC)cc2)s1
#13 CC(=O)O[C@]1(C(C)=O)CCC2C3C=C(Cl)C4=CC(=O)[C@@H]5C[C@@H]5[C@]4(C)C3CC[C@@]21C (some centres undefined)
#14 O=C(CCN1CCC(c2ccccc2)C1)c1ccc2c(c1)OCCO2 (centres undefined)
#15 C=CC1=C(C(=O)O)N2C(=O)[C@@H](NC(=O)/C(=N\O)c3csc(N)n3)[C@H]2SC1 (stereo in doubt)
#16 CCOCCCNC(=O)C(=O)Nc1c2c(nn1-c1ccc(OC)cc1)CSC2
#17 O=C1c2ccc(O)c(O)c2C(=O)c2c(O)ccc(O)c21
#18 CC(=O)c1ccc(S(=O)(=O)NC(=O)NC2CCCCC2)cc1
#19 O=C(CC1N=C2c3ccccc3N=C(SCc3ccc(F)cc3)N2C1=O)NC1CCCCC1 (centres undefined)
#20 CCOc1ccc(NC(=O)Cn2cc(C(=O)c3ccco3)c3ccccc32)cc1

assay / compound,11,12,13,14,15,16,17,18,19,20
Polio RdRp inh,100,107,99,101,100,102,99,101,119,110
Polio RdRp inh FP z-score,0.3,0.1,-0.3,0.1,0,-0.7,0.2,0.4,2.7,0.9

#21 COc1ccc(-n2ccn(CC(=O)Nc3ccc(C)c(C)c3)c(=O)c2=O)cc1OC
#22 O=c1cc(-c2ccc(O)cc2)oc2cc(O[C@@H]3O[C@H](CO)[C@@H](O)[C@H](O)[C@H]3O)cc(O)c12
#23 CCCNC(=O)C1CCC(Cn2c(=O)c3sccc3n(CC(=O)NCc3ccccc3)c2=O)CC1 (centres undefined)
#24 C[C@@H](N)C1CCC(C(=O)Nc2ccncc2)CC1 (some centres undefined)
#25 O=S(=O)(c1cccc2cnccc12)N1CCCNCC1
#26 Cc1nc2ccccn2c(=O)c1CCN1CCC(C(=O)c2ccc(F)cc2)CC1
#27 COc1ccc(C(=O)CC(=O)c2ccc(C(C)(C)C)cc2)cc1
#28 COc1ccc(CNC(=O)C2CCCN(c3nnc(C)c4c(C)n(-c5ccc(C)cc5)nc34)C2)cc1 (centres undefined)
#29 CC(=O)c1ccc2c(c1)N(CCCN(C)C)c1ccccc1S2
#30 COc1cc2c(cc1OC)C(=O)CC2
#31 Oc1ccc(/C=C/c2cc(O)cc(O)c2)cc1
#32 COc1ccc(CCNc2nc(SCc3ccccc3Cl)nc3ccccc23)cc1OC

assay / compound,21,22,23,24,25,26,27,28,29,30,31,32
Polio RdRp inh,105,99,113,104&100,101&98,101&100,100,107,99,104,100&100&101&100,100
Polio RdRp inh FP z-score,-0.3,0.2,1.5,0.7&0.1,0.2&0,0.2&0.1,0.1,0.3,-0.1,0.5,-0.1&0.1&0.2&0.2,-1.4

An excerpt of these results, with tabs:
cpd	structure	Polio RdRp inh	Polio RdRp inh FP z-score
26	Cc1nc2ccccn2c(=O)c1CCN1CCC(C(=O)c2ccc(F)cc2)CC1	101&100	0.2&0.1
27	COc1ccc(C(=O)CC(=O)c2ccc(C(C)(C)C)cc2)cc1	100	0.1

Only part of the results is shown (hit frequency here may not be typical).
